High-throughput results (PubChem)
GPR7 antagonist – GPR7 receptor antagonists, primary screen, cell-based, fluorescence, single concentration. GPR7-expressing cells, fluorescence antagonist assay. inhibition, % at 4.4 µM. hit rate 1.1% among 290,000. AID 1861, 2009; in the data active means inhibition above about 16%, passing the limit was not always enough;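 further: cells stimulated with the agonist NPW; 0% = agonist with vehicle and 100% = vehicle without agonist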
Target sequence (P48145 whole entry, looked up): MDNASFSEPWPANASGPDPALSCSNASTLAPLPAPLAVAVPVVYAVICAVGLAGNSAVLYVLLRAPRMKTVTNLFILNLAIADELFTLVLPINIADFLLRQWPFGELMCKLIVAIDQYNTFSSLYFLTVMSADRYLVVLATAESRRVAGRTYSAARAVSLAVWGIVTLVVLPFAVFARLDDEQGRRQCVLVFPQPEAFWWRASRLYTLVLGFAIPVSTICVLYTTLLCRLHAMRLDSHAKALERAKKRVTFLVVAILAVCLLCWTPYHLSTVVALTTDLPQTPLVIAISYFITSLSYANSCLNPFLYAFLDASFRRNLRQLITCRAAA
MEKK2 mut-MEK5 – MEK5 binding signal on mutant MEKK2 PB1, primary screen, biochemical, multiplex bead flow cytometry, Alexa488-MEK5 | AID 1530, 2009 | Alexa488-MEK5 binding to MEKK2 mutant | percent response, % at 10 µM | hit rate 0.35% among 290,000; in the data active means percent response above about 24%, passing the limit was not always enough; further: inactives centre near 1; some results filed as inactive read as strong as hits; reference of the scale not given here
OXTR ag – human OXTR agonists, primary screen, fluorescence, CHO-OTR cells, Fluo-8 calcium. hit rate 0.32% among 320,000. activation, % at 3 µM. Oxytocin receptor (Homo sapiens), P30559. Fluo-8 calcium fluorescence; normalized: DMSO 0%, oxytocin 100%;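 active means activation above the mean of all tested compounds plus 3 SD, cutoff set per screening run, cut at about 20% in these data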;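 further: peak over basal fluorescence ratio from a 100 s FLIPR kinetic read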
MEKK3 PB1 HTS – modulators of MEKK3-MEK5 PB1 binding, primary screen, biochemical, wildtype MEKK3, multiplex bead flow cytometry, Alexa488-MEK5; binding response (% of control), % at 10 µM; hit rate 1.4% among 290,000; bead-based flow cytometry, Alexa488-MEK5 binding to MEKK3; actives lie on both sides; 0 = blocked by unlabeled MEK5, 100 = vehicle; AID 1529, 2009;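 active means binding response more than 3 SD above or below the average of its plate-row segment, actives on both sides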;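 further: Alexa488 bead fluorescence after subtracting the streptavidin-only scavenger bead signal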
Target sequence (Q99759 whole entry, looked up): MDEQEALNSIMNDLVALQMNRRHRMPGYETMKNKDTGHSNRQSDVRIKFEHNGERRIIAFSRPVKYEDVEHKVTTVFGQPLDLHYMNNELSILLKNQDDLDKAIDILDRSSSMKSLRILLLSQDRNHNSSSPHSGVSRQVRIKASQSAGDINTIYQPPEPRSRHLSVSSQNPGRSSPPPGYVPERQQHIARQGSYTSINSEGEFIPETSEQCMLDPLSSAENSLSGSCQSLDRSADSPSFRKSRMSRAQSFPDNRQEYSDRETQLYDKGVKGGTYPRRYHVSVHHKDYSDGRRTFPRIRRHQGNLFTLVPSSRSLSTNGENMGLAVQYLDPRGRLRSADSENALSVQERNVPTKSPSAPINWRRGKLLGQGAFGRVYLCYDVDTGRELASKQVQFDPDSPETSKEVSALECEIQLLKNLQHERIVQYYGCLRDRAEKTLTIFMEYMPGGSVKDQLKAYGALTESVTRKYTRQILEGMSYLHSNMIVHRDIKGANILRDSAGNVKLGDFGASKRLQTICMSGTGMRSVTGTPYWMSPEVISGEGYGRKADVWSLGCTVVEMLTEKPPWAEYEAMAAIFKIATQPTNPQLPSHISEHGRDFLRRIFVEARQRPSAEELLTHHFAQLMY
NALP1 inh – NALP1 inflammasome inhibitors in reconstituted yeast, colorimetric, S. cerevisiae, triplicate retest; S. cerevisiae NALP1/ASC/caspase-1 growth, X-gal OD620, 72 h; inhibition, % at 10 µM; hit rate 0.61% among 280,000; in the data active means inhibition mostly above about 24%, no sharp cut-off; inactive means mostly below about 32%; further: some compounds called inactive have numbers as strong as hits
GalR3 antagonist – GalR3 antagonists in HEK293 cells, primary screen, cell-based, fluorescence readout; HEK293 GalR3-CNG cAMP membrane potential fluorescence; galR3 body fused to GalR1 C-terminus; inhibition, % at 3 µM; hit rate 0.44% among 360,000;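 active means inhibition above the screen-wide average plus 3 SD, cut at about 13% in these data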;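 further: forskolin and galanin both at EC90 stimulate the cells; cAMP rise reported by CNG channel membrane potential dye signal; 0% = forskolin plus galanin with DMSO and 100% = forskolin alone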
MEKK2wt PB1 HTS – modulators of MEK5 binding to wildtype MEKK2, primary screen, biochemical, multiplex bead flow cytometry, Alexa488-MEK5; binding response (% of control), % at 10 µM; Alexa488-MEK5 binding to MEKK2 WT; actives lie on both sides; AID 1531, 2009; hit rate 1.1% among 290,000; Mitogen-activated protein kinase kinase kinase 2 (Homo sapiens), Q9Y2U5; in the data active means binding response below about 67% or above about 130%
V1aR counter – agonists of human V1a receptor, primary screen, counter-screen for OXTR agonist project, fluorescence, CHO-V1R cells | Vasopressin V1a receptor (Homo sapiens), P37288 | Fluo-8 calcium fluorescence, agonist mode; 0% DMSO, 100% 3 nM vasopressin | activation, % at 3 µM | hit rate 0.25% among 320,000 | AID 2797, 2010;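 active means activation above the mean activation of all tested compounds plus 3 SD, per screening run, cut at about 20% in these data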;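 further: signal is peak over basal fluorescence ratio across a 100 second FLIPR read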
PHOSPHO1 inh – PubChem AID 1565; Phosphoethanolamine/phosphocholine phosphatase (Homo sapiens), Q8TCT1; recombinant PHOSPHO1, absorbance phosphatase assay; inhibition, % at 13.3 µM; hit rate 1.1% among 290,000; in the data active means inhibition above about 60%
Numbers without * were called inactive; . = no result given; [ ] = dose if it differs, or a comment.

SMILES	GPR7 antagonist	MEKK2 mut-MEK5	OXTR ag	MEKK3 PB1 HTS	NALP1 inh	GalR3 antagonist	MEKK2wt PB1 HTS	V1aR counter	PHOSPHO1 inh
Cc1ccc(NS(=O)(=O)c2cc(C(=O)Nc3cccc(N(C)S(C)(=O)=O)c3)ccc2C)c(C)c1	0	-2	-1.4	94	27	1	99	1.7	-16
Cc1cccc(NC(=O)NCc2ccc3c(c2)OCO3)c1C	7	-1	1.5	105	7	-2	101	2.9	-2
Cc1ccc(C(=O)Nc2ccc3c(c2)nc2n3CCSC2)cc1	-6	-2	-0.7	99	18	-5	92	0.5	16
COC(=O)c1ccccc1NC(=O)c1cn(-c2ccc(C)c(C)c2)c(=O)c2ccccc12	4	-1	-0.7	106	34	-6	101	-0.7	5
COc1cccc(NC(=O)N2CCCC2C(=O)NC23CC4CC(CC(C4)C2)C3)c1 (configuration not stated)	0	-1	-1.0	103	10	-6	101	-0.5	26
O=C(O)C1Nc2ccc(C(F)(F)F)cc2C2OCCC12 (configuration not stated)	.	-4	0.2	78*[inhibitor]	.	-4	94	-0.3	.
COc1ccc(CN(C(=S)Nc2ccccc2)C2CC(=O)N(c3ccc(F)cc3)C2=O)cc1 (configuration not stated)	3	-1	1.6	101	5	-2	100	1.6	-3
Cc1cccc2sc(NNC(=O)c3ccc(S(=O)(=O)N4CCc5ccccc5C4)cc3)nc12	-1	-6	0.5	86	20	.	82	2.3	-14
Cc1cc(C)nc(NS(=O)(=O)c2ccc(NC(=O)C3CC(=O)N(c4ccccc4)C3)cc2)n1 (configuration not stated)	-12	-6	-0.2	92	13	-3	92	-0.4	-8
CC(C)(C)c1nc(CN2CCOCC2)ccc1O	-11	0	1.9	103	23	-3	103	0.2	4
CC(NC(=O)NCC1CCCO1)(C(F)(F)F)C(F)(F)F (configuration not stated)	-10	1	-0.6	98	.	5	98	1.4	6
Cn1c(N)c(C(=O)COC(=O)CSc2ccccc2)c(=O)n(C)c1=O	-6	0	1.6	81	23	3	101	3.1	-6
Cc1cc(NC(=O)CCCC(=O)NCc2cccs2)no1	-9	1	0.1	98	22	0	100	-0.1	-6
COc1ccc(/C=N/NC(=O)c2cccc([N+](=O)[O-])c2)cc1O	-4	4	-0.1	107	0	-3	108	0.5	34
COc1ccc(-c2cc(CNS(=O)(=O)c3ccc(F)cc3)on2)cc1	-9	-1	3.5	107	12	4	101	3.5	44
CSc1ccccc1NC(=O)COC(=O)CCc1ccccc1	-1	0	-1.5	98	5	-10	94	-0.5	6
Cc1ccc(C(=O)CSc2nnc(-c3ccncc3)n2C)cc1	1	4	0.1	101	-1	-7	96	-0.2	-5
Cc1ccc(CNS(=O)(=O)c2cc3c(cc2C)NC(=O)CO3)cc1	-12	1	0.7	103	-42	.	100	4.5	12
Cc1ccc(C2CC(c3ccccc3)=NN2C(=O)CSc2nnc(-c3ccncc3)n2C)o1 (configuration not stated)	1	-1	-1.0	95	16	-2	95	0.3	1
Cc1ccc(Nc2nc(C)c(CCC(C)C)c(=O)[nH]2)cc1	-1	0	-0.7	99	10	-3	97	-0.6	4
COc1ccc(/C=N/NC(=O)CC(=O)NC2CCCCC2)cc1	-11	8	-0.7	101	9	-4	100	-0.1	53
Cc1cc(C)cc(NCc2cc3c(cc2[N+](=O)[O-])OCO3)c1	-4	-4	-1.7	98	-1	-6	95	-0.7	19
CCN1CCn2c3c(c4cc(Br)ccc42)CCCC31 (configuration not stated)	15	9	-2.0	105	.	-4	109	-0.6	.
CS(=O)(=O)c1ccc2nc(NC3(C(F)(F)F)N=C4SCCN4C3=O)sc2c1 (configuration not stated)	-12	5	-0.6	107	6	-2	106	0.7	7
Cc1cccn2c(=O)c(/C=C(\C#N)C(=O)NCc3ccccc3)c(N3CCC(C(N)=O)CC3)nc12	-14	18	-0.5	104	38	-1	101	-0.6	20

One compound at a time, as listed above. Order of screens: GPR7 antagonist	MEKK2 mut-MEK5	OXTR ag	MEKK3 PB1 HTS	NALP1 inh	GalR3 antagonist	MEKK2wt PB1 HTS	V1aR counter	PHOSPHO1 inh
CCN1CCn2c3c(c4cc(Br)ccc42)CCCC31 (configuration not stated) as listed: 15	9	-2.0	105	.	-4	109	-0.6	.
CC(NC(=O)NCC1CCCO1)(C(F)(F)F)C(F)(F)F (configuration not stated) as listed: -10	1	-0.6	98	.	5	98	1.4	6

Later entries:
SMILES	GPR7 antagonist	MEKK2 mut-MEK5	OXTR ag	MEKK3 PB1 HTS	NALP1 inh	GalR3 antagonist	MEKK2wt PB1 HTS	V1aR counter	PHOSPHO1 inh
Cc1cc(C(=O)N/N=C/c2cccs2)no1	8	-5	-0.8	93	18	-3	96	0.3	16
COc1ccc(C2CC(c3ccccc3)=NN2C(=O)COC(=O)c2cc(S(=O)(=O)N3CCOCC3)ccc2F)cc1 (configuration not stated)	21*	-3	2.0	96	24	0	97	2.7	2
CCCCCNC(=O)C1c2ccccc2Oc2ccccc21	-11	7	-2.0	106	3	-11	102	-0.3	37
Cc1cc(Cl)ccc1Oc1cccc(C(=O)/C(C#N)=C/N(C)C)c1	-3	3	-0.2	101	10	-1	102	-0.1	-6
CC1(C)CC(=O)C2=C(C1)N(Cc1cccnc1)C(=O)C2(NC(=O)c1cccnc1)C(F)(F)F (configuration not stated)	-5	6	0.7	116	0	-3	112	0.2	38
COc1ccc(S(=O)(=O)Nc2ccccc2C(=O)NCc2cccnc2)cc1C	-10	-2	1.3	102	17	-8	102	0.1	22
O=C(Cn1nnc(-c2ccccc2)n1)OCc1ccccc1	-10	6	-1.3	105	15	-2	108	-1.1	40
COc1cc(S(=O)(=O)N2CCCN(C)CC2)ccc1NC(C)=O	-12	5	0.2	101	10	-8	104	-0.1	37
CCOC(=O)N1CCN(C(=O)CN(c2cccc(C(F)(F)F)c2)S(C)(=O)=O)CC1	-2	2	0.9	109	2	-2	102	1.5	-8
O=C(Nc1ccc(C(=O)O)cc1)Nc1cccc2ccccc12	-5	4	0.6	104	3	-4	102	5.3	11
CNCc1ccccc1Sc1cccc2ccccc12	13	2	13	154*	37	-13	122	14	8
Cc1cc(=O)oc2cc(OCC(=O)OCC(=O)Nc3ccc(C(C)C)cc3)ccc12	15	-2	-0.6	97	10	-2	96	0.1	7
CCN(CC)CCn1c(NCc2cc(OC)ccc2OC)nc2ccccc21	6	5	-0.1	104	3	-6	108	-0.2	-6
COc1cc(C2NC(=O)NC(C)=C2C(=O)OC(C)(C)C)ccc1OCC(=O)O (configuration not stated)	-9	-1	-1.0	101	.	-5	102	0.0	1
Cc1ccc(CCNC(=O)c2cc(-c3ccncc3)nc3ccccc23)cc1	-11	6	-0.5	102	-7	2	104	-1.5	32
COc1ccc(/C=N/n2cnnc2SCc2ccc(OC)cc2)cc1	2	6	-0.1	103	8	-5	105	3.1	-4
COc1cccc(CNC(=O)Cn2cccc2C(=O)c2ccccc2C)c1	7	3	-1.7	102	-6	0	102	-0.1	64*
CCCCn1c(SCC(N)=O)nc2ccc(N3CCOCC3)cc2c1=O	7	-3	-0.1	95	-12	-5	97	-0.8	-79
O=C(CCCc1cccs1)Nc1nc2c(s1)CCCC2	1	-1	-2.2	101	.	-5	99	-0.2	0
Cc1ccc(C)c(S(=O)(=O)N2CCN(CC(=O)NC(=O)NCc3ccccc3)CC2)c1	5	3	0.9	103	13	-5	107	2.2	22
CCCCN1C(=O)C(NC(=O)C2CC2)(C(F)(F)F)C2=C1CC(C)(C)CC2=O (configuration not stated)	-1	3	-0.9	102	6	-3	98	-0.4	8
CCOC(CNC(=O)C(=O)Nc1cc2c3c(c1)CC(=O)N3CCC2)OCC	-13	3	0.5	103	12	0	106	1.3	40
Cc1onc(C(=O)N2CCN(Cc3ccccc3)CC2)c1[N+](=O)[O-]	-8	2	0.9	111	33	2	99	0.1	-6
COc1c2c(nc3occc13)C(CC=C(C)C)(OC)C(=O)C=C2 (configuration not stated)	-20	-10	0.3	103	-20	-9	98	-0.2	1
CN(C(=O)Cn1cccc1C1=NC(c2ccccc2)CO1)c1ccccc1 (configuration not stated)	-4	-2	0.0	111	9	-1	106	3.4	-33

Another view of ten compounds above.
Compound | GPR7 antagonist | MEKK2 mut-MEK5 | OXTR ag | MEKK3 PB1 HTS | NALP1 inh | GalR3 antagonist | MEKK2wt PB1 HTS | V1aR counter | PHOSPHO1 inh
Cc1ccc(C(=O)CSc2nnc(-c3ccncc3)n2C)cc1 | 1 | 4 | 0.1 | 101 | -1 | -7 | 96 | -0.2 | -5
Cc1ccc(CNS(=O)(=O)c2cc3c(cc2C)NC(=O)CO3)cc1 | -12 | 1 | 0.7 | 103 | -42 | . | 100 | 4.5 | 12
Cc1ccc(C2CC(c3ccccc3)=NN2C(=O)CSc2nnc(-c3ccncc3)n2C)o1 (configuration not stated) | 1 | -1 | -1.0 | 95 | 16 | -2 | 95 | 0.3 | 1
Cc1ccc(Nc2nc(C)c(CCC(C)C)c(=O)[nH]2)cc1 | -1 | 0 | -0.7 | 99 | 10 | -3 | 97 | -0.6 | 4
COc1ccc(/C=N/NC(=O)CC(=O)NC2CCCCC2)cc1 | -11 | 8 | -0.7 | 101 | 9 | -4 | 100 | -0.1 | 53
Cc1cc(C)cc(NCc2cc3c(cc2[N+](=O)[O-])OCO3)c1 | -4 | -4 | -1.7 | 98 | -1 | -6 | 95 | -0.7 | 19
CCN1CCn2c3c(c4cc(Br)ccc42)CCCC31 (configuration not stated) | 15 | 9 | -2.0 | 105 | . | -4 | 109 | -0.6 | .
CS(=O)(=O)c1ccc2nc(NC3(C(F)(F)F)N=C4SCCN4C3=O)sc2c1 (configuration not stated) | -12 | 5 | -0.6 | 107 | 6 | -2 | 106 | 0.7 | 7
Cc1cccn2c(=O)c(/C=C(\C#N)C(=O)NCc3ccccc3)c(N3CCC(C(N)=O)CC3)nc12 | -14 | 18 | -0.5 | 104 | 38 | -1 | 101 | -0.6 | 20
Cc1cc(C(=O)N/N=C/c2cccs2)no1 | 8 | -5 | -0.8 | 93 | 18 | -3 | 96 | 0.3 | 16

(continued)
SMILES	GPR7 antagonist	MEKK2 mut-MEK5	OXTR ag	MEKK3 PB1 HTS	NALP1 inh	GalR3 antagonist	MEKK2wt PB1 HTS	V1aR counter	PHOSPHO1 inh
O=c1n(Cc2ccc(F)cc2)nc2n1-c1ccccc1SC2	-6	-3	-1.6	96	22	4	97	-0.6	-5
COc1ccc(CNC(=O)CCSCc2cccc(Cl)c2)c(OC)c1	3	0	-2.4	117	24	-1	100	4.1	-14
COc1ccc(Br)c(OC)c1C(=O)NC(=O)Nc1c(F)cccc1F	-7	11	-2.4	104	11	-8	103	-0.9	36
COc1ccc2nc3c(cc2c1)c(NC(=O)C1CCCO1)nn3CC(C)C (configuration not stated)	-9	1	-2.1	96	13	1	95	-0.6	9
COc1ccc(C2(CCN=Cc3ccc(N(C)C)cc3)CCOC(C)(C)C2)cc1 (configuration not stated)	5	5	1.5	85	.	-7	112	1.2	0
CCOc1ccc(C2/C(=C(/O)c3ccc(OC)cc3)C(=O)C(=O)N2c2cc(C)on2)cc1OC (configuration not stated)	2	0	0.1	97	-29	5	98	-0.9	0
Cc1ccc(NC(=O)C2CCCN(S(=O)(=O)c3cccnc3)C2)cc1C (configuration not stated)	-10	-1	6.3	99	14	-8	93	8.6	-11
